LYPLA1 inh: blocks human lysophospholipase 1, a PME1 counter-screen. O75608. recombinant LYPLA1, FP-Rh probe fluorescence polarization. inhibition, % at 5.9 µM. 0.16% of 320,000 active;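 active = inhibition above the mean of all tested compounds plus 3 SD, set per campaign, cut at about 14% in these data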;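 note: inhibitors block serine hydrolase probe labeling of LYPLA1 so polarization falls; 0% = enzyme with DMSO and 100% = wells lacking LYPLA1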
PAFAH1B2 FP inh: blocks human PAF acetylhydrolase 1b catalytic subunit 2; P68402; recombinant PAFAH1B2, FP-rhodamine activity probe, fluorescence polarization; inhibition, % at 3.39 µM; 1.2% of 340,000 active; AID 492953;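 active = inhibition above the mean of all tested compounds plus 3 SD, cut at about 24% in these data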;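 note: 0% = enzyme with DMSO and 100% = wells lacking PAFAH1B2; many of its hits are not listed in these tables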
PAFAH2 FP inh: PAFAH2 (human) inhibition | recombinant PAFAH2, FP-rhodamine activity probe, fluorescence polarization | inhibition, % at 3.39 µM | 0.99% of 340,000 active | AID 492956;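 active = inhibition above the mean over all tested compounds plus 3 SD, cut at about 30% in these data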;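 note: inhibitors block probe labeling of enzyme so polarization drops; 0% = enzyme with DMSO and 100% = wells lacking PAFAH2 protein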
PAFAH1B3 inh: inhibitors of human PAFAH1B3. Q15102. recombinant PAFAH1B3, FP-rhodamine probe, fluorescence polarization. inhibition, % at 3.39 µM. 0.28% of 340,000 active;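 active = inhibition above the screen-wide average of all tested compounds plus 3 SD, cut at about 25% in these data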;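 note: 0% = enzyme with DMSO only and 100% = wells lacking PAFAH1B3 protein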
LYPLA2 counter: LYPLA2 (human) inhibition in PME1 counter-screen; recombinant LYPLA2, FP-Rh probe fluorescence polarization; inhibition, % at 5.9 µM; 0.38% of 320,000 active; O95372;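 active = inhibition above the screen-wide mean plus 3 SD, limit set per campaign, cut at about 26% in these data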;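 note: 0% = LYPLA2 with DMSO and 100% = wells lacking LYPLA2 enzyme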
PREPL inhibitor: inhibits the human prolyl oligopeptidase-like enzyme | Q4J6C6 | 0.68% of 320,000 active | recombinant PREPL, fluorescence polarization activity-based probe | inhibition, % at 5.96 µM | AID 2751; in the data active = inhibition above about 43%;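 note: 0% = enzyme with DMSO and 100% = wells lacking enzyme; many of its hits are not listed in these tables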
Target sequence (Q4J6C6 whole entry, looked up): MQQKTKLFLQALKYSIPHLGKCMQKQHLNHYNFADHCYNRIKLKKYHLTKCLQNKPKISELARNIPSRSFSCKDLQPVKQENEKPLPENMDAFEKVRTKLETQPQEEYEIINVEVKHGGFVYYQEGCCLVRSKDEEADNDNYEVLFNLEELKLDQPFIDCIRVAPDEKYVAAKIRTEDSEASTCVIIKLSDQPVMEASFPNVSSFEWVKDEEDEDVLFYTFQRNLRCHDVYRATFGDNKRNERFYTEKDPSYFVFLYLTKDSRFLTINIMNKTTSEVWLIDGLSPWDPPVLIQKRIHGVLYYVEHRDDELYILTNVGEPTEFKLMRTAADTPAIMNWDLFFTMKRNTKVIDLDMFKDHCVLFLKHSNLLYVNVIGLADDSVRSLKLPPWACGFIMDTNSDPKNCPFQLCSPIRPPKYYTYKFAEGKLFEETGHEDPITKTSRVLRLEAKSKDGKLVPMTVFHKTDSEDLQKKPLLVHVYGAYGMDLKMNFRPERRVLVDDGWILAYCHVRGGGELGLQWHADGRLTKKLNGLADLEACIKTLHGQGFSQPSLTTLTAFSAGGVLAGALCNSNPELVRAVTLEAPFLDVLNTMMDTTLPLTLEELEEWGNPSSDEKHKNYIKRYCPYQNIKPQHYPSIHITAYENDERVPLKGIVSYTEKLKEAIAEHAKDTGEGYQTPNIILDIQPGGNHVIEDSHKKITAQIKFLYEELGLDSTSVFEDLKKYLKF
pPAFAH inh: pPAFAH (human) enzyme inhibition; AID 463082; inhibition, % at 3.39 µM; recombinant pPAFAH, FP-rhodamine probe fluorescence polarization; 1.5% of 330,000 active;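 active = inhibition above the mean inhibition across the screen plus 3 SD, cut at about 25% in these data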;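 note: inhibitors block binding of the rhodamine activity-based probe so polarization drops; 0% = enzyme with DMSO and 100% = wells lacking pPAFAH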
ZTA counter: blocks Epstein-Barr virus ZTA, an EBNA-1 counter-screen; AID 2234; inhibition, % at 11 µM; P03206; ZTA-DNA binding, fluorescence polarization; 0.15% of 320,000 active; in the data active = inhibition above about 33%
Target sequence (P03206 whole entry, looked up): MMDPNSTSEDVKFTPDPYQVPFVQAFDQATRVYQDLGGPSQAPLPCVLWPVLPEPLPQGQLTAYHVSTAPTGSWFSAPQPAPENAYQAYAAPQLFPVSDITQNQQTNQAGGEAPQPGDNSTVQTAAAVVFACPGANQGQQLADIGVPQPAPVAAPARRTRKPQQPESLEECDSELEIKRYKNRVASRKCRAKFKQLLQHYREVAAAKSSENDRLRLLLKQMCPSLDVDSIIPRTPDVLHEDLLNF
EBNA-1 inh: blocks EBNA-1 binding to DNA | EBNA-1 DNA binding, fluorescence polarization | inhibition, % at 14.8 µM | 0.34% of 300,000 active | AID 1950; in the data active = inhibition above about 28%
Active calls of the source: *; · = no result given. A portion of the library; rates above refer to the full screens.

The line under a structure holds: LYPLA1 inh	PAFAH1B2 FP inh	PAFAH2 FP inh	PAFAH1B3 inh	LYPLA2 counter	PREPL inhibitor	pPAFAH inh	ZTA counter	EBNA-1 inh
> CSc1ccccc1C(=O)Nc1cc([N+](=O)[O-])ccc1C
→ 1	3	5	10	9	11	4	15	3
> C=CCn1cc(-c2cccc(Cl)c2)cc(C#N)c1=O
→ -1	-1	-13	-1	-2	-19	6	8	11
> O=C(NCc1ccccn1)C(=O)NCC1OCCCN1S(=O)(=O)c1ccc(F)cc1 (configuration not stated)
→ -1	5	3	8	1	-1	-1	-8	-2
> CN1/C(=C\C(=O)COC(=O)Cn2nnc(-c3ccccc3)n2)C(C)(C)c2ccccc21
→ -25	-22	-31	-22	-50	-30	-5	-3	0
> CN(C)CCN(C(=O)c1ccc2c(c1)CCCC2)c1nc2c(F)cccc2s1
→ 2	-1	-3	10	25	4	14	-4	16
> O=S(=O)(NCCc1ccccc1)c1cccc(S(=O)(=O)N2CCOCC2)c1
→ 1	9	6	12	6	-2	22	-20	1
> Cc1ccc(C)c(S(=O)(=O)N2CCN(C(=O)c3cccn3C)CC2)c1
→ 1	-2	1	13	-2	10	4	0	-3
> CCN(CC)c1ccc(C(=S)N2CCN(c3ccccc3)CC2)cc1
→ -2	-1	3	5	3	14	5	3	-1
> O=C(CCCN1CCC(c2ccccc2)C1)c1ccc2c(c1)OCCO2 (configuration not stated)
→ 3	1	-3	4	9	-5	0	4	10
> C[C@@H]1O[C@@H](O[C@H]2[C@H](O[C@H]3C[C@]4(C)C(C[C@@H](O)C5C([C@]6(C)CC[C@@H](C(C)(C)O)O6)CC[C@]54C)[C@@]4(C)CC[C@H](O)C(C)(C)C34)O[C@H](CO)[C@@H](O)[C@@H]2O)[C@H](O)[C@H](O)[C@H]1O (some centres not stated)
→ ·	4	6	2	·	-2	1	·	·
> CCCS(=O)(=O)N1CCN(Cc2ccccc2C(F)(F)F)CC1
→ 1	4	-1	11	1	2	3	-4	5
> O=C(NNC(=O)c1cccc(S(=O)(=O)N2CCCCC2)c1)c1ccccc1
→ ·	6	9	3	·	-2	0	·	·
> CCOc1ccccc1CNC(=O)c1ccc2c(c1)N(CC)CCS2
→ -1	5	-3	1	-1	6	12	-9	-2
> CN(C)N1C(=O)CC(N2CCCCC2)C1=O (configuration not stated)
→ -1	1	2	-2	0	13	0	-1	-10
> Clc1ccc(-c2nnc3sc(-c4ccc(Br)o4)nn23)c(Cl)c1
→ -1	-2	1	-6	0	6	0	15	4
> CC(C)[C@@]1(c2ccccc2)ON(c2ccccc2C(F)(F)F)C1=O
→ -2	·	·	·	0	-2	1	-2	·
> O=C(c1ccc(C(F)(F)F)cc1)C1CCCN(C(=O)CN2C(=O)CSC2=O)C1 (configuration not stated)
→ 2	0	5	-3	7	27	2	3	14
> COc1ccc(CCNC(=O)C2CCN(S(=O)(=O)N3CCC4(CC3)OCCO4)CC2)cc1OC
→ 3	0	-1	9	13	23	-3	4	7
> CN(C)S(=O)(=O)Oc1ccc(C(=O)Nc2ccc([N+](=O)[O-])cc2)cc1
→ -3	5	4	5	-5	4	-1	8	6
> CN(C)c1nc(N)nc(/C(C#N)=C/C2CC3C=CC2C3)n1 (configuration not stated)
→ -2	-2	4	-1	0	-8	4	3	-1
> COc1cc(C(=O)NC(=S)N(C)Cc2ccccc2)cc(OC)c1OC
→ -3	·	·	·	-5	1	3	-4	2
> Cc1ccc(C)c(-c2nnc(NC(=O)CCS(=O)(=O)c3ccccc3)o2)c1
→ -4	1	1	9	1	6	6	-12	-2
> O=C(Nc1ccc(N2CCOCC2)cc1)c1ccc(Br)o1
→ 0	5	-4	-2	-6	-6	4	8	9
> Cc1cc(C)c(NC(=O)CS(=O)CC(=O)Nc2ccc(-n3cnnn3)c(C)c2)c(C)c1 (configuration not stated)
→ -1	0	-6	2	-3	-11	0	1	-4
> COc1ccc(OCC(=O)Nc2ccc3c(c2)nc(CCN2CCC(C)CC2)n3C)cc1
→ 3	2	4	10	10	24	4	5	2
> CN(CCOc1ccccc1)CC(=O)Nc1ccc(Br)cc1F
→ -1	-2	3	-1	-3	-34	-4	8	-5
> Cc1ccc(F)cc1NC(=O)CSCc1c(C)noc1C
→ -1	2	9	6	-5	17	-5	-3	·
> COc1ccc(OC2CCN(S(=O)(=O)c3ccc(F)cc3)CC2)cc1
→ 1	4	9	8	12	-9	10	-21	-7
> COc1cc(OC)cc(C(=O)NCC2CCCO2)c1 (configuration not stated)
→ 4	-2	5	1	8	6	0	-21	-2
> S=c1[nH]nc(-c2ccncc2)n1Cc1ccccc1
→ -1	1	4	-2	0	-4	-2	11	1

Rewritten field by field: two of the compounds above.
Molecule: O=S(=O)(NCCc1ccccc1)c1cccc(S(=O)(=O)N2CCOCC2)c1
  LYPLA1 inh: 1 | PAFAH1B2 FP inh: 9 | PAFAH2 FP inh: 6 | PAFAH1B3 inh: 12 | LYPLA2 counter: 6 | PREPL inhibitor: -2 | pPAFAH inh: 22 | ZTA counter: -20 | EBNA-1 inh: 1
Molecule: Cc1ccc(C)c(S(=O)(=O)N2CCN(C(=O)c3cccn3C)CC2)c1
  LYPLA1 inh: 1 | PAFAH1B2 FP inh: -2 | PAFAH2 FP inh: 1 | PAFAH1B3 inh: 13 | LYPLA2 counter: -2 | PREPL inhibitor: 10 | pPAFAH inh: 4 | ZTA counter: 0 | EBNA-1 inh: -3

Back to the main list, starting 2 compounds before the break.
The line under a structure holds: LYPLA1 inh	PAFAH1B2 FP inh	PAFAH2 FP inh	PAFAH1B3 inh	LYPLA2 counter	PREPL inhibitor	pPAFAH inh	ZTA counter	EBNA-1 inh
> COc1cc(OC)cc(C(=O)NCC2CCCO2)c1 (configuration not stated)
→ 4	-2	5	1	8	6	0	-21	-2
> S=c1[nH]nc(-c2ccncc2)n1Cc1ccccc1
→ -1	1	4	-2	0	-4	-2	11	1
> CCOCCCNC(=O)c1cccc(NC(=O)C2=C(C)OCCS2)c1
→ -3	4	2	11	0	7	7	14	16
> N/C(Cc1cccs1)=N\OC(=O)COc1ccc(Br)cc1Cl
→ 0	10	5	1	0	4	5	-11	-13
> CC(=O)NCCC(=O)Nc1cccc(S(=O)(=O)N(C)c2ccccc2)c1
→ 0	3	-8	8	-3	-4	6	-1	-2
> Cc1ccc(S(=O)(=O)N=Nc2c(O)[nH]c3ccccc23)cc1C
→ -1	0	3	5	-3	-9	-5	11	-10
> COc1ccc(F)cc1S(=O)(=O)Nc1ccc2c(c1)OCCO2
→ 1	5	-3	-2	-3	-10	-5	8	-3
> CCCCN(CCCC)S(=O)(=O)c1ccc(NC(=O)c2ccc([N+](=O)[O-])cc2Cl)cc1
→ -27	-3	-27	-17	-31	3	-4	-8	-1
> C=CCn1c(SCC(=O)N(C)C2CCS(=O)(=O)C2)nnc1-c1ccccc1 (configuration not stated)
→ -2	3	1	5	0	-4	3	-1	0
> CCOc1ccccc1C(=O)Nc1ccc2nc3n(c(=O)c2c1)CCCCC3
→ -2	3	-5	11	-1	-10	6	-9	-12
> CCN(CC)C(=O)C1CCN(S(=O)(=O)c2ccc3oc4ccccc4c3c2)CC1
→ 0	0	-3	6	3	11	-4	-12	-14
> Cc1cnn2c(C3CC3)ccnc12
→ -2	1	-8	15	0	-7	0	7	-3
> C=CCOC(=O)C1=C(C)NC(SCC)=C(C#N)C1c1ccc(Cl)cc1 (configuration not stated)
→ -13	2	6	-4	-16	2	-1	-4	-5
> Cc1cc(C)nc(NC(=O)CCC2CCCC2)c1
→ -1	11	12	5	3	2	4	4	-8
> O=C(Cn1nnc2ccccc21)NNC(=S)NC1CCCCC1
→ 2	12	4	5	5	-5	5	-7	-7
> COCCNC(=O)c1c[nH]c2ccc(S(=O)(=O)N3CCc4ccccc43)cc2c1=O
→ -3	5	11	12	3	6	16	-3	-7
> CN1CC(=O)N(CC(=O)Nc2cc(Cl)cc(Cl)c2)C1=O
→ -1	2	-2	4	4	-27	2	-7	8
> CC1=C(C(=O)NCc2ccccc2)C(c2cccs2)n2ncnc2N1 (configuration not stated)
→ -2	-1	6	2	3	-1	4	-10	-3
> COc1ccc2cc(C(N)=O)c(=Nc3ccccc3)oc2c1
→ -1	0	-2	3	2	8	-6	-7	5
> Cc1ccc(NS(=O)(=O)c2ccc3c(c2)NC(=O)CC(=O)N3)cc1C
→ 1	5	1	4	4	-3	7	-14	-4
> O=S(=O)(Cc1ccccc1)Nc1ccc(S(=O)(=O)NCC2CCCO2)cc1 (configuration not stated)
→ -4	1	-4	-6	0	17	-1	-10	-19
> O=C1CCC(=O)O1
→ -3	7	6	1	-1	0	-2	-5	·
> COC(=O)CCC(=O)OC1(C)C(=O)C=C2C=C(C3CC3)N(Cc3ccco3)C=C2C1=O (configuration not stated)
→ 4	5	-3	1	6	27	7	4	8
> COc1ccc(CNC(=O)c2cccc(N3CCCC3=O)c2)cc1
→ 3	4	0	3	10	-6	1	3	5
> CNc1nc(C)c(C#N)cc1C(C)=O
→ 1	5	2	-3	2	6	-3	7	8
> O=C(Nc1ccc(Br)cc1)Nc1ccccc1F
→ -11	0	2	3	-6	-1	-9	-3	-2
> CCOC(=O)c1cc(-c2ccc(F)cc2)n(CC(=O)NC(C)CC)c1C (configuration not stated)
→ -2	-3	3	-1	5	-3	6	-2	9
> Cc1cc(C)c(S(=O)(=O)N2CCCC(C(=O)N3CCCC3)C2)c(C)c1 (configuration not stated)
→ 4	10	4	14	1	-6	0	-3	-12
> COCCCN(C(=S)Nc1c(C)cc(C)cc1C)C(C)c1ccccn1 (configuration not stated)
→ 0	3	4	4	-3	-8	-4	1	-5
> CCC(=O)NC(=S)N1CCN(c2ccc([N+](=O)[O-])cc2Cl)CC1
→ 2	-1	2	8	5	12	6	8	-3
> Cc1nn(C(C)C(=O)NNC(=S)Nc2ccc(Cl)cc2)c(C)c1[N+](=O)[O-] (configuration not stated)
→ -3	5	-1	-1	2	5	1	-3	6
> CCOc1ccc(OCc2cccc(C(=O)Nc3ccc(CN4CCCCC4)cc3)c2)cc1
→ -1	2	-7	-1	-2	-2	0	-8	5

3 neighbouring records out of the list so far:
The line under a structure holds: LYPLA1 inh	PAFAH1B2 FP inh	PAFAH2 FP inh	PAFAH1B3 inh	LYPLA2 counter	PREPL inhibitor	pPAFAH inh	ZTA counter	EBNA-1 inh
> CCC(=O)NC(=S)N1CCN(c2ccc([N+](=O)[O-])cc2Cl)CC1
→ 2	-1	2	8	5	12	6	8	-3
> Cc1nn(C(C)C(=O)NNC(=S)Nc2ccc(Cl)cc2)c(C)c1[N+](=O)[O-] (configuration not stated)
→ -3	5	-1	-1	2	5	1	-3	6
> CCOc1ccc(OCc2cccc(C(=O)Nc3ccc(CN4CCCCC4)cc3)c2)cc1
→ -1	2	-7	-1	-2	-2	0	-8	5
